# DT40 TDP1 CPT: DT40-hTDP1 cell growth loss with CPT | 12% of 420,000 active | chicken DT40 Tdp1-/-;hTDP1 cells + 20 nM CPT, ATP luminescence, 48 h | AID 686979 | Potency, µM (highest dose often 46.2 µM), without a hit: at the top dose activity change, negative = growth inhibition, actives largely listed as inhibitors; also: nearly all actives have a fitted effect of over 55% in size
#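 Cell growth measured by CellTiter-Glo luminescence after a minimum 48 h, 37 C compound exposure with 20 nM CPT in Tdp1-knockout DT40 cells stably expressing hTDP1, seeded 400/well; qHTS titration format.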
# TDP1 cell noCPT: qHTS for Inhibitors of human tyrosyl-DNA phosphodiesterase 1 (TDP1): qHTS in cells in absence of CPT; DT40 Tdp1-/- hTDP1 cells, no CPT, ATP luminescence, 48 h; Potency, µM (doses to about 46.2 µM), for inactives: at the highest dose activity change, negative = growth inhibition, usual class: inhibitors; 15% of 420,000 active; AID 686978, 2013; also: nearly all actives have a fitted effect of over 55% in size
#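 A cellular qHTS used chicken DT40 cells lacking endogenous Tdp1 but carrying stably transfected human TDP1. Compounds were applied without camptothecin, and cell growth kinetics were judged by ATP-dependent luminescence after ≥48 hr.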
# KAT2A inh: blocks human GCN5L2 histone acetyltransferase; GCN5L2 HAT assay, ThioGlo1 CoA-SH fluorescence; Potency, µM (highest dose often 58.9 µM), for the others: top-dose activity change, negative = inhibition, most hits filed as inhibitors; 0.21% of 390,000 active
# Target sequence (Q92830 whole entry, looked up): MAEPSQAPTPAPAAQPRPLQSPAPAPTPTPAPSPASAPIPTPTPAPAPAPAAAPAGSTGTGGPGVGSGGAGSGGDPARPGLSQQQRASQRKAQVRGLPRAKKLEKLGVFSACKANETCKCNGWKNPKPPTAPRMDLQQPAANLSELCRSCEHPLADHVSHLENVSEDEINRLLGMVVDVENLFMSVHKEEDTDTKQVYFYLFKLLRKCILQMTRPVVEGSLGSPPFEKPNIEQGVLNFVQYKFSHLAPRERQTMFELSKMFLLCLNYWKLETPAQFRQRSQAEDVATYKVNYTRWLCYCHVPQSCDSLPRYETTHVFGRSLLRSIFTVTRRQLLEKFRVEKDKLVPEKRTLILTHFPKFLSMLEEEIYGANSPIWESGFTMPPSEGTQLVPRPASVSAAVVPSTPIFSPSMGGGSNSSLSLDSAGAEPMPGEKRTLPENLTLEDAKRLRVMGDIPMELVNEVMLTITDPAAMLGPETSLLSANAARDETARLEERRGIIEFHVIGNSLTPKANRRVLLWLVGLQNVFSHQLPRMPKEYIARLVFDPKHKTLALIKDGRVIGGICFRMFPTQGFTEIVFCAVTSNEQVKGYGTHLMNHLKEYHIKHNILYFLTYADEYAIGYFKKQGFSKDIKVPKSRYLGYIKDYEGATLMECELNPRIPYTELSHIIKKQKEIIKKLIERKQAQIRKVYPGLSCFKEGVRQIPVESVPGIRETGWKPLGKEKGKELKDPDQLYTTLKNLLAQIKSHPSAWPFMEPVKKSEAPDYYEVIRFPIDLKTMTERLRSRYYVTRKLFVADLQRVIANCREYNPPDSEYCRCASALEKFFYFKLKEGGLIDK
#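 qHTS, 1536-well. 20nM enzyme, pH 7.5 HEPES/EDTA/Tween-20 buffer; 15 min compound preinc., RT. Start: 75uM H3(1-25), 70uM AcCoA, 50uM ThioGlo1. Read Ex340/Em540 at t=0 (autofluorescence flag) and t=20 min.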
# * marks the source's active call; other numbers are inactive results; ? = inconclusive; . = not tested or not shown; & = joins results of further samples; [ ] = remark or other dose. Calls follow the shape of the dose curve; as a rule, active = well fitted curve in the direction sought with a large enough effect; inconclusive = small, poorly fitted or top-dose-only effect, or another doubt; inactive = no such curve, though single readings can be large; an effect the other way counts as inactive or inconclusive. % is scaled to controls: 0 for no effect and ±100 for the full control effect; potency is read from the fitted curve at half-maximal effect.
SMILES,DT40 TDP1 CPT,TDP1 cell noCPT,KAT2A inh
S=C(Nc1ccc(Oc2ccc(NC(=S)NC3CCCCC3)cc2)cc1)NC1CCCCC1,?,?,1%
FC(F)(F)c1cccc(CC2CN(Cc3ccccc3)Cc3ccccc3N2c2cc(Cl)cc(Cl)c2)c1 (centres undefined),-19%,-22%,.
Cc1ccc(S(=O)(=O)Nc2cccnc2)cc1,?,29µM*,3%
CCOC(=O)c1ccc2c(c1)N(Cc1ccccc1C)C(=O)c1ccccc1S2=O (centres undefined),14µM*,?,-4%
CC(C)(C)n1nnnc1C(c1ccccc1F)N1CCN(C2CCCC2)CC1 (centres undefined),-6%,-20%,-18%
CCC(=O)N1CCN(c2ccc(NC(=O)c3ccc(N4CCOCC4)c([N+](=O)[O-])c3)cc2)CC1,?,?,1%
CC(=O)NC(CC(=O)NC1CCCc2ccccc21)c1ccccc1 (centres undefined),-9%,-17%,-1%
Cc1ccc(S(=O)(=O)CCC(=O)OCC(=O)Nc2cc(S(=O)(=O)N3CCOCC3)ccc2Cl)cc1,2%,-26%,.
Cc1cc(S(=O)(=O)NCC(c2ccc3c(c2)OCO3)N2CCOCC2)ccc1F (centres undefined),?,?,?
Cc1ccc(C2/C(=C(/O)c3cnn(-c4ccccc4)c3C)C(=O)C(=O)N2CCN2CCOCC2)o1 (centres undefined),8%,2%,-17%
C=CCOc1ccc2c(CC)cc(=O)oc2c1C,5%,-11%,-2%
C=CCc1ccccc1OCC(O)CN1CCOCC1 (centres undefined),-8%,-22%,.
CCNC(=S)N(CCN(CC)CC)Cc1cc2cc3c(cc2[nH]c1=O)OCCO3,?,-30%,-1%
N=c1c2c3c(sc2ncn1N)CCC3,2%,-18%,-3%
Cc1cc(C)cc(OCc2nnc(SCC(=O)c3ccc(Br)cc3)o2)c1,?,?,-15%
CCc1ccc2oc(C(=O)Nc3cccc(C(F)(F)F)c3)cc(=O)c2c1,-22%,-25%,-3%
CCc1ccccc1OCC(=O)Nc1ccc(S(N)(=O)=O)cc1,-21%,-10%,-7%
O=C(Nc1ccncc1)Nc1ccc(Br)cc1Cl,21µM*,?,-1%
O=c1[nH]c(-c2ccccc2)ncc1Oc1ccccc1,-4%,11%,.
CC1CCN(C(=O)CCc2nnc3ccc(N4CCC5(CC4)OCCO5)nn23)CC1,-3%,14%,-3%
CC(NC(=S)Nc1ccccc1Cl)C(c1ccccc1)N1CCOCC1 (centres undefined),?,?,-1%
CC(C)C(=O)Nc1ccc(N2CCCC2)cc1,-5%,-4%,-1%
CCCCCSc1nnc(-c2ccccc2NC(C)=O)c(=O)[nH]1,3%,3%,-8%
COc1ccc(NC(=S)N2CCCCC2c2cccnc2)cc1 (centres undefined),-10%,-26%,-17%
CCn1c(SCc2ccccc2)nnc1-c1cccnc1,26%,0%,-3%
# (next part)
SMILES,DT40 TDP1 CPT,TDP1 cell noCPT,KAT2A inh
COc1cc(OC)cc(-c2nnc(SCC(=O)N3CCCc4ccccc43)o2)c1,?,21µM*,-8%
CC(C)c1onc(C(=O)N2CCCCCC2)c1[N+](=O)[O-],0%,?,3%
Cc1cc(-n2c(=S)sc3c(=O)n(-c4ccc(F)cc4)c(SCC(=O)O)nc32)ccc1Cl,6%,1%,-3%
CCCc1ccc(-c2cc(C(=O)NCCc3ccc(S(N)(=O)=O)cc3)c3ccccc3n2)cc1,15µM*,12µM*,-8%
COc1cc(S(=O)(=O)n2nc(C)cc2C)c(OC)cc1Cl,4%,-1%,1%
COc1ccc(Cl)cc1NC(=O)C(C)OC(=O)c1ccc(NS(=O)(=O)c2ccc3[nH]c(=O)[nH]c3c2)cc1 (centres undefined),-16%,-8%,-3%
N/C(=N\OC(=O)Nc1ccccc1)c1ncc([N+](=O)[O-])s1,3.3µM*,8.2µM*,-9%
Cn1cc(SCC(=O)Nc2ccc3c(c2)OCCO3)c2ccccc21,-30%,-23%,-4%
CC(=O)N1CCC2(CC1)CCN(C(=O)Nc1cccc(F)c1)CC2,0%,-21%,0%
COc1cc2[nH]c(=O)n(CCCCCC(=O)N3CCN(c4ccc(Cl)cc4)CC3)c(=O)c2cc1OC,?,7.3µM*,-2%
CCC1(C)CC(CC(=O)O)(c2ccccc2OC)CCO1 (centres undefined),11%,1%,-7%
C=CCn1cccc(C(=O)Nc2cc(OC)c(OC)c(OC)c2)c1=O,?,?,-5%
O=C(NNC(=O)c1cc2ccccc2cc1O)c1cccs1,23µM*,?,-8%
C=CCNC1=C(Cl)C(=O)N(c2ccccc2Cl)C1=O,-22%,-23%,-4%
CCOC(=O)[C@]12CCC=C1N(Cc1cccc3ccccc13)C(=O)[C@H](CC(=O)NCc1cccs1)C2,?,?,.
Cc1ncc(CN2CCCC(C(=O)Nc3ccc(-c4cccc(F)c4)cc3)C2)s1 (centres undefined),?,?,-21%
Cc1ccc(NC(=O)c2ccc(CNS(=O)(=O)c3ccc4c(c3)C(C)(C)C(=O)N4C)cc2)cc1,2%,-18%,-11%
O=C(O)c1ccc(Cl)c(S(=O)(=O)N2CCCC2)c1,11%,9%,-3%
O=C1CS(=O)(=O)N(Cc2cccc(F)c2)c2ccc(Br)cc21,?,?,-28%
CCCCN(C(=O)c1ccc2c(c1)OCCO2)c1c(N)n(CC(C)C)c(=O)[nH]c1=O,-9%,0%,-4%
Nc1nc(Br)c2c(F)cccc2c1-c1ccc(F)cc1,-7%,?,-8%
Cc1cc(C)cc(N2C(=O)CCN(Cc3ccccc3)C2=O)c1,6%,0%,0%
Cc1ccc(NC(=O)c2cc(S(=O)(=O)N3CCCC3)c[nH]2)c(C)c1,-1%&-5%,-17%&-2%,-5%&-4%
CCC1=NN(C(=O)c2ccccc2O)C(O)(c2ccccc2)C1 (centres undefined),13µM*,12µM*,0%
COC(=O)[C@H](Cc1ccccc1)NS(=O)(=O)N[C@@H](Cc1ccccc1)C(=O)OC,-19%&-15%,-9%&-9%,-2%

# Some of these compounds in order of formula weight, ascending:
SMILES,DT40 TDP1 CPT,TDP1 cell noCPT,KAT2A inh
CC(C)c1onc(C(=O)N2CCCCCC2)c1[N+](=O)[O-],0%,?,3%
O=C(O)c1ccc(Cl)c(S(=O)(=O)N2CCCC2)c1,11%,9%,-3%
CCC1(C)CC(CC(=O)O)(c2ccccc2OC)CCO1 (centres undefined),11%,1%,-7%
Cc1cc(C)cc(N2C(=O)CCN(Cc3ccccc3)C2=O)c1,6%,0%,0%
CCC1=NN(C(=O)c2ccccc2O)C(O)(c2ccccc2)C1 (centres undefined),13µM*,12µM*,0%
O=C(NNC(=O)c1cc2ccccc2cc1O)c1cccs1,23µM*,?,-8%
COc1cc(S(=O)(=O)n2nc(C)cc2C)c(OC)cc1Cl,4%,-1%,1%
CC(=O)N1CCC2(CC1)CCN(C(=O)Nc1cccc(F)c1)CC2,0%,-21%,0%
C=CCn1cccc(C(=O)Nc2cc(OC)c(OC)c(OC)c2)c1=O,?,?,-5%
Cc1ccc(NC(=O)c2cc(S(=O)(=O)N3CCCC3)c[nH]2)c(C)c1,-1%&-5%,-17%&-2%,-5%&-4%
Cn1cc(SCC(=O)Nc2ccc3c(c2)OCCO3)c2ccccc21,-30%,-23%,-4%
Cc1ncc(CN2CCCC(C(=O)Nc3ccc(-c4cccc(F)c4)cc3)C2)s1 (centres undefined),?,?,-21%
COC(=O)[C@H](Cc1ccccc1)NS(=O)(=O)N[C@@H](Cc1ccccc1)C(=O)OC,-19%&-15%,-9%&-9%,-2%
CCCc1ccc(-c2cc(C(=O)NCCc3ccc(S(N)(=O)=O)cc3)c3ccccc3n2)cc1,15µM*,12µM*,-8%
Cc1ccc(NC(=O)c2ccc(CNS(=O)(=O)c3ccc4c(c3)C(C)(C)C(=O)N4C)cc2)cc1,2%,-18%,-11%
Cc1cc(-n2c(=S)sc3c(=O)n(-c4ccc(F)cc4)c(SCC(=O)O)nc32)ccc1Cl,6%,1%,-3%
CCOC(=O)[C@]12CCC=C1N(Cc1cccc3ccccc13)C(=O)[C@H](CC(=O)NCc1cccs1)C2,?,?,.
COc1cc2[nH]c(=O)n(CCCCCC(=O)N3CCN(c4ccc(Cl)cc4)CC3)c(=O)c2cc1OC,?,7.3µM*,-2%

# Next part:
SMILES,DT40 TDP1 CPT,TDP1 cell noCPT,KAT2A inh
CCOc1ccccc1Oc1coc2cc(OCC(=O)O)ccc2c1=O,24%,0%,-13%
CCOc1ccc(NC(=O)c2ccc3c(c2)nnn3C2CCCC2)cc1,-26%,?,7%
C=CCNC(=O)CSc1ncc2c(n1)-c1c(csc1SC)CC2,-28%,?,-14%
COc1cc(OC)c(/C=N/NC(N)=S)cc1Br,?,?,0%
CCCCCC(=O)Nc1sc(C)c(C)c1C#N,?,-11%,-17%
CCOc1ccc(N2C(=O)Nc3ccccc3C2(O)C(=O)NCc2ccco2)cc1 (centres undefined),-10%,?,1%
C=CCOc1c(Br)cc(CNc2ccc(NC(=O)C(C)C)cc2)cc1OCC,?,?,9%
O=C1N(CN2CCC3(CC2)OCCO3)c2ccccc2C12OCCCO2,-29%,-12%,-2%
COc1cc(N/C(N)=N/c2nc(C)cc(C)n2)c(OC)cc1Cl,15µM*,18µM*,-1%
Cc1ccc(OC(=O)C2CCN(C(=O)c3ccccc3C)CC2)c(Br)c1,-10%,-14%,-13%
Cn1c(-c2sc3cc(C(F)(F)F)cnc3c2-c2ccccn2)n[nH]c1=S,-11%,?,-26%
COc1ccccc1NC(=O)c1c(C)nc2ccccc2c1C(=O)O,2%,-8%,?
CC1(C(=O)NCc2cccc(C(F)(F)F)c2)CCN1Cc1ccc(-c2ccccc2)o1 (centres undefined),?,?,.
CC1CC(C)CN(C(=O)COC(=O)c2ccc[nH]c2=O)C1 (centres undefined),1%,0%,-10%
COc1ccc(Cl)cc1N(CC(=O)Nc1ccccc1C(=O)N1CCCC1)S(C)(=O)=O,7%,-3%,0%
CSC(=NC#N)N1CCN(C(=NC#N)SC)CC1,5%,-16%,0%
COc1ccc(Cn2ccc3nc(C)c(C(=O)NCc4ccc(SC)cc4)cc3c2=O)cc1,-4%,?,1%
CCSc1nnc(NC(=O)CSc2nccn2-c2cc(C)cc(C)c2)s1,-3%,-3%,1%
CC(C)c1c(C(=O)NCC(C)(C)N2CCOCC2)cnn1-c1nccc(-c2ccccc2F)n1,-14%[9.04 µM],?,.
COc1ccc2c(c1)C(=O)OC2CC(=O)O (centres undefined),-4%,-19%,-9%
CN(CCc1ccccn1)C(=S)Nc1ccc(Cl)c(Cl)c1,6%,?,19%
O=C(OCc1ccccc1F)c1ccc(-c2nnn(Cc3ccccc3)n2)cc1,?,-19%,6%
CC[C@@H]1Cc2[nH]c(=O)[nH]c(=O)c2[C@H](c2ccc(Cl)cc2)O1,11%,-13%,.
CCN(CC)CC(=O)n1c2c(c3ccccc31)CCCC2,1%,-29%,0%
CC(=O)NC(Cc1ccc(O)cc1)C(=O)NCC(N)C(=O)c1ccccc1 (centres undefined),?,?,.
# The list continues:
SMILES,DT40 TDP1 CPT,TDP1 cell noCPT,KAT2A inh
COc1ccc(C(=O)N(Cc2ccc(N(C)C)cc2)CC2CCCO2)cc1 (centres undefined),?,-16%,-5%
CCOc1ccc2c(c1)s/c(=N\S(=O)(=O)c1ccc(OC)cc1)n2C(F)F,?,?,.
Cc1ccc(C2/C(=C(\O)c3c(C)nc4ccccn34)C(=O)C(=O)N2CCN(C)C)o1 (centres undefined),-5%,6%,1%
c1ccc(Cc2nn3c(COc4ccccc4)nnc3s2)cc1,?,18µM*,-25%
O=C(CN1C(=O)/C(=C/c2ccco2)SC1=S)NC1CCS(=O)(=O)C1 (centres undefined),-14%,5%,-14%
c1csc(Cc2nc(-c3ccc(-n4cccc4)cc3)no2)c1,2%,-5%,.
CC(C)(C)OC(=O)C[C@H]1C/C=C\C[C@@H](CC(=O)N(CCO)Cc2ccccc2)C(=O)N2CCC[C@H]2COC1=O,18µM*,?,1%
CCOC(=O)CCC(=O)c1c(C)oc2ccc(OC)cc12,-22%,?,2%
CC(NC(=O)CCc1ccccc1)c1cc2c(cc1Cl)OCCO2 (centres undefined),15µM*,?,2%
O=C(Nc1nc(-c2ccccn2)cs1)Nc1ccc(F)cc1F,4.6µM*,2.9µM*,-11%
C/C(=N/NC(=O)c1ccncc1)c1ccccc1,4%,-5%,-6%
CCCN(CCC)C(=O)C1CCCN(S(=O)(=O)c2cc(Br)cc3c2N(C(=O)CC)CC3)C1 (centres undefined),?,21µM*,-3%
CCOC(=O)C1(Cc2cccc(OC)c2)CCN(Cc2cccc(OC)c2O)CC1,23µM*,21µM*,-17%
CCC(=O)NC(=S)Nc1ccc(NC(=O)c2cc3ccccc3o2)c(OC)c1,?,?,-12%
O=C(OC12CC3CC(CC(C3)C1)C2)c1ccc(NCc2cc(O)ccc2O)cc1,2.1µM*,1.6µM*,.
COCCN1C[C@@H](CO)O[C@@H](n2cnc3c(N4CCN(C)CC4)ncnc32)C1,3%,18%,.

# These rows are one share of the data, so the mix of outcomes need not match the whole.
